High-throughput results as filed in PubChem.
Casp1 inh = qHTS Assay for Allosteric/Competitive Inhibitors of Caspase-1; AID 900, 2007; Potency, µM (titrated, usually from 57.5 µM), inactives show at the highest dose activity change, negative = inhibition, actives largely listed as inhibitors; P29466; Caspase-1 enzyme, Ac-WEHD-AFC fluorogenic rate; 0.03% of 75,000 active;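 note: potency is the fitted concentration of half-maximal effect; plate controls were vehicle for no effect and no substrate for full effect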
ERK AVP block = qHTS Assay for Inhibitors of the ERK Signaling Pathway using a Homogeneous Screening Assay; Potency, µM (doses to about 57.5 µM), without a hit: top-dose activity, negative = inhibition, usual class: inhibitors; HEK293-V1b, vasopressin-stimulated pERK AlphaScreen; 0.99% of 72,000 active; AID 995, 2007; note: potency is the fitted concentration of half-maximal effect; % is set by controls: 0 for no effect and ±100 for the full control effect; nearly all actives have a fitted effect of over 55% in size
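HEK293 cells stably expressing V1b receptor, preincubated 30 min at 37 °C with compound, then stimulated 5 min with 25 nM vasopressin. Phospho-ERK by AlphaScreen SureFire after 5 h RT; normalized to DMSO and vasopressin; AC50 by Hill fit.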
Texas Red fluor = qHTS Assay for Spectroscopic Profiling in Texas Red Spectral Region | 0.06% of 59,000 active | AID 587, 2007 | max dye-equivalent concentration, M | Compound fluorescence, Texas Red channel, 547/618 nm; stronger effect = higher value; in the data active = max dye-equivalent concentration above about 10 nM; inconclusive = between about 1.1 nM and that limit
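Pin-transferred compounds and Texas Red standards go into 100 mM Tris buffer, pH 8.0. After 15 min at room temperature, plates are imaged with 547/618 nm filters. Each value is a dye-equivalent concentration derived from the per-plate dye curve.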
USP2a inhib = qHTS Assay for Inhibitors of Ubiquitin-specific Protease USP2a | USP2a enzymatic assay, qHTS inhibition | Potency, µM (top dose mostly 38.3 µM), without a hit: at the top dose activity change, negative = inhibition, hits mostly inhibitors | 0.1% of 60,000 active | AID 927, 2007;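 note: potency is the fitted concentration of half-maximal effect; nearly all actives have a fitted effect of over 60% in size; plate controls were DMSO for no effect and NEM full inhibition control for full effect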
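20 nM USP2 core + cpd, 30 min RT; add 20 nM Ub-PLA2/20 uM NBD C6-HPC; read Ex460/Em535 at 0 h and 2.5 h. Normalized to NEM; qHTS curve fit/classification.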
Casp7 inh = qHTS Assay for Allosteric/Competitive Inhibitors of Caspase-7. 0.02% of 75,000 active. recombinant caspase-7, Ac-DEVD-AFC fluorescence rate. Potency, µM (highest dose often 57.5 µM), for inactives: top-dose activity change, negative = inhibition, hits mostly inhibitors. AID 889, 2007. P55210; active = well fitted inhibition curve with a large enough effect in the main read-out, with a control signal flat, not every such curve was filed as active; inconclusive = small, poorly fitted or top-dose-only effect, or a change in a side signal; note: potency is the fitted concentration of half-maximal effect; % of control where 0% means no effect
Target sequence (P55210 24-198 limits assumed): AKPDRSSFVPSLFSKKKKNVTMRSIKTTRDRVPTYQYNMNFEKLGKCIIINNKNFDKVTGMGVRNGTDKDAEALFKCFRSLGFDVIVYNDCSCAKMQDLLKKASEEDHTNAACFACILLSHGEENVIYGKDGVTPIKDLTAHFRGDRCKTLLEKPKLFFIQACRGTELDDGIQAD
Target sequence (P55210 207-303 limits assumed): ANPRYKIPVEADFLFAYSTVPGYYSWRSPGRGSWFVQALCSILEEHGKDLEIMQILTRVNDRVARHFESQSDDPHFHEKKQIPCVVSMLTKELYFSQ
HEK293 cAMP cs = qHTS Assay for Agonists of the Thyroid Stimulating Hormone Receptor: Activators of Intracellular cAMP Concentrations in Parental HEK 293. Potency, µM (titrated, usually from 57.1 µM), for inactives: at the highest dose activation, most hits filed as activators. parental HEK293 CNG cAMP sensor, membrane potential fluorescence. 2.5% of 73,000 active; note: potency is the fitted concentration of half-maximal effect; % of control where 0% means no effect; nearly all actives have a fitted effect of over 55% in size
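Parental HEK 293 cells stably expressing a cAMP-gated CNG channel were loaded with membrane potential dye containing 100 uM RO 20-1724 for 60 min. Compound added for 30 min; depolarization read as fluorescence intensity at 590 nm.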
Tau filament bind = qHTS Assay for Tau Filament Binding | Potency, µM (titrated, usually from 57.1 µM), without a hit: at the top dose activity change, negative = inhibition | recombinant tau filaments, thioflavin S fluorescence, 15 h; filaments grown with octadecylsulfate alongside compound | 2% of 71,000 active;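 note: potency is the fitted concentration of half-maximal effect; % is set by controls: 0 for no effect and ±100 for the full control effect; actives lower thioflavin S fluorescence by blocking filaments or displacing dye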
Target sequence (P10636 whole entry, looked up): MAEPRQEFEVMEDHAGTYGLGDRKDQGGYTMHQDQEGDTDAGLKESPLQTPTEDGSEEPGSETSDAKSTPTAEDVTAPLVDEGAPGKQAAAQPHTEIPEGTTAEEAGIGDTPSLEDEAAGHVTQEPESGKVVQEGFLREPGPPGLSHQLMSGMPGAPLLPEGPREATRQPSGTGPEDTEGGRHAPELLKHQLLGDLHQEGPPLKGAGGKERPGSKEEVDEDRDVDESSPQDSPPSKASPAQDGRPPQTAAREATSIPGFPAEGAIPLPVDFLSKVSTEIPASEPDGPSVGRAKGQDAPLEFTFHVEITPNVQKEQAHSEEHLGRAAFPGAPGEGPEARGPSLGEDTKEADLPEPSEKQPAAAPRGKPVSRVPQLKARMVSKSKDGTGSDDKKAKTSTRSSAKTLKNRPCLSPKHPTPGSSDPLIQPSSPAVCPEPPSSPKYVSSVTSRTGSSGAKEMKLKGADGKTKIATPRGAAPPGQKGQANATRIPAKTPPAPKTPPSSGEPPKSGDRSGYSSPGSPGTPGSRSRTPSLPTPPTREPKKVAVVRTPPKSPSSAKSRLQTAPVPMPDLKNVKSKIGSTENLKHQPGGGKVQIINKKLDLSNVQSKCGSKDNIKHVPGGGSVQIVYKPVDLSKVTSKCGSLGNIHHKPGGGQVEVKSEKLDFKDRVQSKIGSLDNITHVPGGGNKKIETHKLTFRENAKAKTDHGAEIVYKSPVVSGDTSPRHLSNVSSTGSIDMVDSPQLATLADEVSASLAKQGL
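His-tagged recombinant human tau (exons 2, 3 and 10 included), 1 uM, was induced to fibrillize by 30 uM sodium octadecylsulfate with compound present. After 15 h at 37 C, thioflavine S fluorescence (ex 450, em 510 nm) was read.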
Luciferase inh = qHTS Assay for Inhibitors of Firefly Luciferase; 2.2% of 72,000 active; purified firefly luciferase, luminescence, 8 min; Potency, µM (doses to about 57.1 µM), without a hit: at the highest dose activity change, negative = inhibition, hits mostly inhibitors; note: potency is the fitted concentration of half-maximal effect; % is set by controls: 0 for no effect and ±100 for the full control effect; nearly all actives have a fitted effect of over 40% in size
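Compounds were tested as concentration series (qHTS) against purified P. pyralis luciferase with luciferin and 10 uM ATP in 50 mM imidazole pH 7.2, 50 mM KCl, 7 mM MgCl2, 0.01% Tween 20, 0.05% BSA. Luminescence was read after 8 min at ambient temperature.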
Rhodamine fluor = qHTS Assay for Spectroscopic Profiling in Rhodamine Spectral Region. max dye-equivalent concentration, M. 0.05% of 59,000 active. Rhodamine-region fluorescence, 547/598 nm, Tris buffer; stronger effect = higher value. AID 594, 2007; in the data active = max dye-equivalent concentration above about 11 nM; inconclusive = between about 1.1 nM and that limit
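Compound fluorescence in 100 mM Tris, pH 8.0, read after 15 min at room temperature with 547 nm excitation and 598 nm emission. Output is dye-equivalent concentration from an on-plate rhodamine standard series.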
HADH2 inhib = qHTS Assay for Inhibitors of HADH2 (Hydroxyacyl-Coenzyme A Dehydrogenase, Type II). 3.4% of 73,000 active. Potency, µM (doses to about 57.1 µM), without a hit: at the highest dose activity change, negative = inhibition, usual class: inhibitors. recombinant HADH2, NADH fluorescence, beta-hydroxybutyryl-CoA. 3-hydroxyacyl-CoA dehydrogenase type-2 (Homo sapiens), Q99714. AID 886, 2007; note: potency is the fitted concentration of half-maximal effect; % is set by controls: 0 for no effect and ±100 for the full control effect; nearly all actives have a fitted effect of over 60% in size; many of its hits are not listed in these tables
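E. coli-expressed His-tagged HADH2 tested at 20 nM in alkaline Tris buffer (pH 9.0); oxidation of 90 uM beta-hydroxybutyryl-CoA with 1 mM NAD+ tracked fluorimetrically for 4 min.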
Fluorescein autfl = qHTS Assay for Spectroscopic Profiling in Fluorescein Spectral Region; Compound autofluorescence, 480/540 nm, fluorescein-equivalent; stronger effect = higher value; max fluorescein-equivalent concentration, M; 0.91% of 59,000 active; AID 593, 2007; in the data active = max fluorescein-equivalent concentration above about 10 nM; inconclusive = between about 1.1 nM and that limit
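Spectral profiling of library compounds in the fluorescein window (480 nm excitation, 540 nm emission) after 15 min at room temperature in pH 8.0 Tris (100 mM). Values are dye-equivalent concentrations.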
* hit, by the source's call; i = inactive; ? = inconclusive; · = not tested or not shown; [ ] = dose if it differs, or a comment. Unless noted, calls come from the whole dose curve; as a rule, active = well fitted curve in the direction sought with a large enough effect; inconclusive = small, poorly fitted or top-dose-only effect, or another doubt; inactive = no such curve, though single readings can be large; an effect the other way counts as inactive or inconclusive. An excerpt, so the mix of outcomes need not match the whole.

SMILES	Casp1 inh	ERK AVP block	Texas Red fluor	USP2a inhib	Casp7 inh	HEK293 cAMP cs	Tau filament bind	Luciferase inh	Rhodamine fluor	HADH2 inhib	Fluorescein autfl
O=C(c1noc2c1CCCC2)N1CCN(C(c2ccccc2)c2ccccc2)CC1	-1%	20%	i	7%	1%	3%	7%	3%	i	2%	i
CCN(CC)CCCC(C)n1c(-c2ccccc2)nc2c(NCc3ccccc3)nc(C)nc21 (configuration not stated)	-2%	17%	·	·	-8%	29%	135%	·	·	?	·
O=C(COC(=O)c1cccs1)NCc1ccco1	1%	8%	?	8%	-4%	13%	-16%	1%	i	-25%	?
N#Cc1nc(Cc2cccc3ccccc23)oc1NCCN1CCCCC1	-2%	-18%	i	19%	-1%	-6%	26%	7.9µM*	i	-6%	?
CCOC(=O)c1nnn(-c2nonc2-n2cccc2)c1C	-2%	-14%	i	0%	-5%	20%	5%	0%	i	2%	i
COc1cccc(C2CC(=O)Nc3cc(OC)c(OC)c(OC)c32)c1OC (configuration not stated)	-1%	-25%	i	-1%	1%	-2%	-6%	0%	i	-4%	i
CC1CC(c2ccccc2)n2nc(NC(=O)c3cccs3)nc2N1 (configuration not stated)	1%	-18%	?	-2%	-1%	9%	7%	-4%	i	4%	i
CCN(CC(=O)Nc1ccc2c(c1)OCCO2)C(=O)c1cccc(S(=O)(=O)N2CCOCC2)c1	0%	-3%	i	-13%	3%[0.00368 µM]	4%	-15%	1%	i	-5%	?
O=C(CSc1nccc2ccccc12)N1CCN(c2ccccn2)CC1	-2%	-20%	·	·	-2%	22%	8%	-4%	·	-14%	·
CC(=O)N1CCN=C1SCc1ccccc1Cl	0%	-10%	·	·	-3%	0%	20%	-1%	·	2%	·
CC1(C)Cc2c(c(=S)nc(-c3ccccc3)n2CCOCCO)CO1	-2%	-3%	i	-5%	-1%	25%	-10%	3%	i	-29%	i
CSc1ccc(Cl)c(C(=O)NCc2ccco2)c1	-2%	?	·	20%	-2%	11%	12%	-3%	·	-7%	·
CCC(=O)n1nc(-c2cccnc2)nc1NCc1ccc(OC)cc1	-1%	?	i	-3%	-1%	13%	6%	-1%	i	-27%	?
Clc1ccc(C=NC23CN4CN(CN(C4)C2)C3)cc1	1%	-15%	·	-2%	0%	0%	-5%	1%	·	2%	·
Cc1ccc(-c2c(C#N)c(N)nc3c2CCCCCC3)o1	-4%	21%	·	-2%	-3%	28%	46%	3%	·	7%	·
O=C(C1CCN(Cc2ccc(F)cc2)CC1)N(CCO)Cc1ccccc1	0%	-3%	i	10%	-3%	7%	-5%	0%	i	6%	?
O=C(NC1CC1)C1CCN(c2ccc(S(=O)(=O)N3CCOCC3)cc2Cl)CC1	0%	3%	i	7%	-2%	-3%	2%	2%	i	6%	?
COc1ccc(OCCn2c(NC(=O)c3ccco3)nc3ccccc32)cc1	-4%	-4%	·	10%	-2%	?	142%	-2%	·	27%	·
COc1ccc(NC(=O)CNCCC2=CCCCC2)cc1	-2%	-7%	i	6%	2%	7%	?	1%	i	8%	i
Cc1ccc(S(=O)(=O)N2CCN(C(=O)c3cc(=O)[nH]c4ccccc34)CC2)c(C)c1	2%	11%	i	27%	0%	-1%	-7%	4%	i	-3%	i
CCCCN(C(=O)NC(=O)Nc1ccccc1OC)S(C)(=O)=O	1%	6%	?	-10%	5%	8%	-12%	1%	i	-6%	?
Cc1ccc(S(=O)(=O)N2CCN(S(=O)(=O)N3CCCCC3)CC2)cc1	2%	-1%	i	2%	0%	1%	6%	3%	i	9%	i
COc1ccccc1Nc1nc(N)nc(CN(C)C2CCCCC2)n1	0%	-17%	?	7%	-1%	10%	-9%	-1%	i	-1%	?
CCNC(=O)COc1ccc(Br)cc1Cl	-2%	-35%	i	5%	-1%	?	2%	-18%	i	12%	i
COCCn1c(SCC(=O)Nc2cc(C)cc(C)c2)nnc1C(C)C	2%	3%	?	19%	-1%	-13%	2%	2%	i	3%	?

Gathered by group, the entries above with a furan ring, fused or not.
SMILES	Casp1 inh	ERK AVP block	Texas Red fluor	USP2a inhib	Casp7 inh	HEK293 cAMP cs	Tau filament bind	Luciferase inh	Rhodamine fluor	HADH2 inhib	Fluorescein autfl
O=C(COC(=O)c1cccs1)NCc1ccco1	1%	8%	?	8%	-4%	13%	-16%	1%	i	-25%	?
CSc1ccc(Cl)c(C(=O)NCc2ccco2)c1	-2%	?	·	20%	-2%	11%	12%	-3%	·	-7%	·
Cc1ccc(-c2c(C#N)c(N)nc3c2CCCCCC3)o1	-4%	21%	·	-2%	-3%	28%	46%	3%	·	7%	·
COc1ccc(OCCn2c(NC(=O)c3ccco3)nc3ccccc32)cc1	-4%	-4%	·	10%	-2%	?	142%	-2%	·	27%	·

Exported as a markdown table: part of the list above
| Compound | Casp1 inh | ERK AVP block | Texas Red fluor | USP2a inhib | Casp7 inh | HEK293 cAMP cs | Tau filament bind | Luciferase inh | Rhodamine fluor | HADH2 inhib | Fluorescein autfl |
| --- | --- | --- | --- | --- | --- | --- | --- | --- | --- | --- | --- |
| CCN(CC(=O)Nc1ccc2c(c1)OCCO2)C(=O)c1cccc(S(=O)(=O)N2CCOCC2)c1 | 0% | -3% | i | -13% | 3%[0.00368 µM] | 4% | -15% | 1% | i | -5% | ? |
| O=C(CSc1nccc2ccccc12)N1CCN(c2ccccn2)CC1 | -2% | -20% | · | · | -2% | 22% | 8% | -4% | · | -14% | · |

3 compounds already listed, arranged by their value in Casp1 inh, lowest first.
smiles	Casp1 inh
COc1ccc(OCCn2c(NC(=O)c3ccco3)nc3ccccc32)cc1	-4%
CC1(C)Cc2c(c(=S)nc(-c3ccccc3)n2CCOCCO)CO1	-2%
CCCCN(C(=O)NC(=O)Nc1ccccc1OC)S(C)(=O)=O	1%

Other structures
SMILES	Casp1 inh	ERK AVP block	Texas Red fluor	USP2a inhib	Casp7 inh	HEK293 cAMP cs	Tau filament bind	Luciferase inh	Rhodamine fluor	HADH2 inhib	Fluorescein autfl
O=C(c1ccc2c(=O)n(Cc3ccc4c(c3)OCO4)c(=S)[nH]c2c1)N1CCCCC1	-5%	-24%	i	1%	-2%	?	-5%	1%	i	6%	i
Cc1noc(NS(=O)(=O)c2ccc(NC(=O)CSc3nc4c(cc3C#N)CCC4)cc2)c1C	1%	8%	·	·	-2%	?	-20%	-1%	·	?	·
O=C(CCC(=O)N(CC(=O)NC1CCCCC1)Cc1ccco1)Nc1nccs1	2%	-19%	i	·	3%	16%	-2%	1%	i	8%	i
CN1CCN(c2nc3c(c(=O)n(C)c(=O)n3C)n2CC(N)=O)CC1	2%	-22%	i	-11%	0%	1%	-4%	3%	i	0%	i
COc1ccccc1NC(=O)CN1C(=O)NC(C)(C)C1=O	0%	1%	i	-5%	0%	8%	-5%	-2%	i	4%	i
Cc1cccc(CN2CCN(CC(=O)NCc3ccc(F)cc3)C2=O)c1	-3%	-4%	·	·	-3%	10%	-10%	1%	·	2%	·
CN(CCc1ccccn1)C(=O)Nc1ccc(F)cc1	2%	9%	?	-4%	0%	0%	-9%	-6%	i	-5%	i
CCOc1ccc(-c2nnc3ccc(SCC(=O)N4CCCCC4)nn23)cc1	-1%	·	·	·	1%	-3%	-7%	0%	·	-4%	·
O=C(OC1CCOC1=O)c1ccc2ncsc2c1 (configuration not stated)	3%	-7%	?	-18%	-5%	-8%	6%	1%	i	-2%	?
Cc1nc2ncnn2c(N2CCC(C(=O)NCC3CCCO3)CC2)c1Cc1ccccc1 (configuration not stated)	0%	-17%	i	0%	4%	0%	3%	-2%	i	3%	?
O=C1NC(c2cccs2)Nc2sc3c(c21)CCCC3 (configuration not stated)	2%	?	i	20%	0%	3%	2.5µM*	-28%	i	-9%	i
COc1cc(C(=O)OC(C)CN2CCN(C)CC2)cc(OC)c1OC (configuration not stated)	-4%	13%	i	2%	0%	-3%	0%	2%	i	11%	i
CCN(CCNC(=O)C1CCCN(S(=O)(=O)CC)C1)c1ccccc1 (configuration not stated)	0%	18%	i	7%	-1%	5%	-6%	0%	i	-1%	?
O=C1c2cccnc2C(O)N1Cc1ccc(F)cc1 (configuration not stated)	1%	6%	i	-14%	1%	5%	8%	1%	i	1%	i
